# Source: PubChem (National Center for Advancing Translational Sciences (NCATS))
# APE1 inh: qHTS Assay for Inhibitors of the Human Apurinic/apyrimidinic Endonuclease 1 (APE1); DNA repair nuclease/redox regulator APEX1 (Homo sapiens), P27695; recombinant APE1, TAMRA/BHQ-2 abasic DNA cleavage fluorescence; Potency, µM (highest dose often 65.8 µM), for inactives: at the highest dose activity change, negative = inhibition, actives largely listed as inhibitors; hit rate 0.35% among 350,000; AID 2517, 2012;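 also: plate controls were vehicle for no effect and reference inhibitor for full effect; nearly all actives have a fitted effect of over 55% in size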
# Target sequence (P27695 whole entry, looked up): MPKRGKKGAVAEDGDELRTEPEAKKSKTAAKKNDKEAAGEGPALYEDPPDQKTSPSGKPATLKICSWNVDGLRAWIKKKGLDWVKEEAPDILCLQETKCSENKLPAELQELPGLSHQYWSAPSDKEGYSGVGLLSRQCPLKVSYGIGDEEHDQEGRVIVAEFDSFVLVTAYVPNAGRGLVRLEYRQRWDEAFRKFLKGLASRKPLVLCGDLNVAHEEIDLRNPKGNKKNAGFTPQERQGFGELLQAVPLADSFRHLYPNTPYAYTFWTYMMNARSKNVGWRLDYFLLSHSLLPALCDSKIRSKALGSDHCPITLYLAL
#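 Step 1: APE1 (0.75 nM) with compound, 15 min RT. Step 2: add 50 nM fluorophore/quencher THF duplex. Step 3: three fluorescence reads 60 s apart (525/598 nm); read 3 minus read 1 = reaction progress.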
# Pol kappa inh: qHTS for Inhibitors of Polymerase Kappa; Potency, µM (titrated, usually from 107 µM), inactives show at the highest dose activity, negative = inhibition, actives largely listed as inhibitors; purified Pol kappa, fluorescent DNA synthesis assay, 10 min; hit rate 0.53% among 400,000; DNA polymerase kappa (Homo sapiens), Q9UBT6; also: % is scaled to controls: 0 for no effect and ±100 for the full control effect
#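 Kinetic fluorescence readout at 0 and 10 min followed reaction start with substrate at 50 nM final. Beforehand, enzyme (10 nM Pol kappa) stood 15 min with compound at room temperature; buffer-only wells were negative controls.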
# JMJD2A Tudor: qHTS Assay for Inhibitors of JMJD2A-Tudor Domain | AID 504339, 2011 | Potency, µM (series often up to 114 µM), inactives show at the highest dose activity change, negative = inhibition, most hits filed as inhibitors | hit rate 4.4% among 390,000 | Lysine-specific demethylase 4A (Homo sapiens), O75164 | AlphaScreen JMJD2A-Tudor / H3K4me3 peptide binding; also: % is scaled to controls: 0 for no effect and ±100 for the full control effect; nearly all actives have a fitted effect of over 50% in size
# G9a inh: qHTS Assay for Inhibitors of Histone Lysine Methyltransferase G9a. Histone-lysine N-methyltransferase EHMT2 (Homo sapiens), Q96KQ7. G9a H3K9 monomethylation, AlphaScreen, 2 h. Potency, µM (titrated, usually from 102 µM), inactives show at the top dose activity, negative = inhibition, most hits filed as inhibitors. hit rate 8.8% among 350,000; also: % is scaled to controls: 0 for no effect and ±100 for the full control effect; nearly all actives have a fitted effect of over 75% in size
#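 Compounds were preincubated with 20 nM G9a for 15 min, after which biotinylated H3K9 peptide (500 nM) and SAM (20 uM) started a 2 h room-temperature reaction. Monomethylated product was quantified by antibody-based AlphaScreen chemiluminescence.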
# BAZ2B block: qHTS Assay for Inhibitors of BAZ2B; Bromodomain adjacent to zinc finger domain protein 2B (Homo sapiens), Q9UIF8; hit rate 4.4% among 360,000; Potency, µM (highest dose often 114 µM), for the others: at the highest dose activity change, negative = inhibition, usual class: inhibitors; AID 504333, 2011; AlphaScreen BAZ2B-H3K14Ac peptide displacement; also: % is scaled to controls: 0 for no effect and ±100 for the full control effect; nearly all actives have a fitted effect of over 60% in size
#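 In this displacement format the biotinylated H3(5-23) peptide acetylated at Lys14 serves as ligand at 50 nM, with BAZ2B at 50 nM in PBS pH 7.4 containing 0.01% Tween-20. Donor and acceptor beads are 10 ug/mL final.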
# Pol beta inh: qHTS Assay for Inhibitors of DNA Polymerase Beta; AID 485314, 2010; hit rate 1.3% among 340,000; Potency, µM (titrated, usually from 114 µM), for the others: at the top dose activity change, negative = inhibition, usual class: inhibitors; P06746; Pol beta primer extension/strand displacement, fluorescence kinetic; also: % is scaled to controls: 0 for no effect and ±100 for the full control effect
#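 Reaction started by 50 nM substrate onto compound-treated Pol beta (10 nM, 15 min preincubation, room temperature); plates read at 0 min and 10 min. Normalized concentration-effect data fitted by four-parameter Hill equation.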
# BLM helicase inh: qHTS Assay for Inhibitors of Bloom's syndrome helicase (BLM). RecQ-like DNA helicase BLM (Homo sapiens), P54132. recombinant BLM DNA unwinding, fluorescence dequenching. Potency, µM (series often up to 56.1 µM), inactives show top-dose activity change, negative = inhibition, actives largely listed as inhibitors. hit rate 0.2% among 350,000. AID 2528, 2010;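 also: plate controls were vehicle for no effect and no enzyme for full effect; nearly all actives have a fitted effect of over 35% in size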
# Pol eta inh: qHTS for Inhibitors of Polymerase Eta | Potency, µM (doses to about 114 µM), inactives show at the highest dose activity change, negative = inhibition, most hits filed as inhibitors | hit rate 1.2% among 390,000 | recombinant Pol eta, fluorescent DNA replication assay; also: % is scaled to controls: 0 for no effect and ±100 for the full control effect
# Target sequence (Q9Y253 whole entry, looked up): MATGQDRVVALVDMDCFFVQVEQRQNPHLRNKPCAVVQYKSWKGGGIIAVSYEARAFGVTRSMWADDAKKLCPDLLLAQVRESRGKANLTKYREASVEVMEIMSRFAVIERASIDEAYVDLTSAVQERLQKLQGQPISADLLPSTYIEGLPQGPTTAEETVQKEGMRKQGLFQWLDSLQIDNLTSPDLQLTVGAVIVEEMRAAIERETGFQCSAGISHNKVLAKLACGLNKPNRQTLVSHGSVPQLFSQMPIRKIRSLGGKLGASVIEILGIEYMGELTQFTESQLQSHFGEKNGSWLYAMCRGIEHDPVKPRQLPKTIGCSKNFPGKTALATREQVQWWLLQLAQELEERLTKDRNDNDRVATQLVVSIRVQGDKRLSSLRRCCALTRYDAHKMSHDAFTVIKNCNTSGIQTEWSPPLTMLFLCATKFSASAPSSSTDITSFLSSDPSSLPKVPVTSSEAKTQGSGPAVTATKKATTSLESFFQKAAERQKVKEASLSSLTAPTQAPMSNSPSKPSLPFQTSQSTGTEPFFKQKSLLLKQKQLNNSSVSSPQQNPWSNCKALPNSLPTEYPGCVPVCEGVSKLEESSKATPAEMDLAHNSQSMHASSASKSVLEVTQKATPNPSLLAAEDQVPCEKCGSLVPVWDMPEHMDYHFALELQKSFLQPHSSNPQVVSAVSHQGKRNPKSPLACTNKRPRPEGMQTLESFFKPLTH
#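 Pol eta at 10 nM preincubated with compounds 15 min at room temperature; reaction started with fluorescent substrate (50 nM final) and read kinetically at 0 and 10 min.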
# POLI inh: qHTS for Inhibitors of Polymerase Iota. hit rate 1% among 390,000. Pol iota fluorescent replication assay, 10 min. AID 588590, 2011. Potency, µM (titrated, usually from 115 µM), for inactives: at the top dose activity, negative = inhibition, most hits filed as inhibitors. DNA polymerase iota (Homo sapiens), Q9UNA4
#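 Pol iota at 10 nM preincubated 15 min with compounds at room temperature; reaction started with fluorescent substrate, 50 nM final. Fluorescence read kinetically at 0 and 10 min; buffer-only wells as negative control.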
# Active calls of the source: *; ? = inconclusive; . = no result given; & = joins results of further samples; [ ] = remark or other dose. Calls follow the shape of the dose curve; as a rule, active = well fitted curve in the direction sought with a large enough effect; inconclusive = small, poorly fitted or top-dose-only effect, or another doubt; inactive = no such curve, though single readings can be large; an effect the other way counts as inactive or inconclusive. Potency is read from the fitted curve at half-maximal effect. These rows are one share of the data; count on the stated rates, not on these rows.
SMILES,APE1 inh,Pol kappa inh,JMJD2A Tudor,G9a inh,BAZ2B block,Pol beta inh,BLM helicase inh,Pol eta inh,POLI inh
CCN1c2ccccc2-c2nc(SCC(=O)Nc3cccc(C(F)(F)F)c3)ncc2S1(=O)=O,.,-6%,-14%,-3%[59 µM],2%,-14%,-6%,-15%,30%
O=C(CSc1nccn1-c1ccccc1)Nc1nc2ccccc2s1,.,-2%[60.1 µM],-22%,-34%[59 µM],?,-1%,-3%,4%,-3%
CCC(C)Sc1ccc(-c2nc3cc(C)ccn3c2NC2CCCCC2)cc1 (stereo unspecified),12%,-12%,-30%,.,.,.,.,-12%,12%
CCn1cc(C(=O)O)c(=O)c2cnc(N3CCN(C(=S)NC(=O)c4ccc(OC)cc4)CC3)nc21,73%[activator],-11%,-11%,-47%,17%,-7%,4%,3%,21%
O=C(NCc1ccc(Cl)cc1)C(=O)NCC1OCCCN1S(=O)(=O)c1cccs1 (stereo unspecified),-14%,-11%,-22%,17%,-7%,?,-6%,-7%,11%
O=C1NC[C@@H](c2ccccc2)OC(=O)[C@H](Cc2ccc(F)cc2)CC/C=C/C[C@H]1CC(=O)N(CCO)Cc1ccccc1,19%,8%,-26%,.,.,.,.,-17%,30%
Cn1c(=O)c(=O)n(C)c2cc(S(=O)(=O)NCCc3ccccc3)ccc21,3%,-5%,-8%,29%[0.501 µM],-26%,1%,1%,-20%,8%
Cc1cc(C(=O)NCCC2=CCCCC2)c(C)o1,-7%,-15%,-11%,?,-4%,-7%,-4%,-3%,-23%[58.9 µM]
COc1cccc(NC(=O)CN(C)C(=O)c2ccc3[nH]c4c(c3c2)CC(C)CC4)c1 (stereo unspecified),15%,-8%,?,35µM*,40µM*,.,.,-25%,8%
CN1CCN(CC(=O)N2c3ccccc3Sc3ccccc32)CC1,6%,-1%,-1%,-37%,-2%,1%,-6%,-14%,-13%
Cn1c(NCc2ccco2)nc2c1c(=O)n(Cc1ccc(Cl)cc1Cl)c(=O)n2C,-14%,-5%,-14%,0%[59 µM],-6%,5%,-5%,-14%,-8%
CCOC(=O)/C(=C/c1ccc(N2CCC(c3ccccc3)=N2)cc1)C(C)=O,1%,?,-6%,11%,2%,20%,-16%,?,39%[activator]
Cc1cc2ccccc2n1CCNC(=O)C(C)C,6%,7%,-14%,-26%,3%,-10%,-4%,-11%,6%
Cc1cc(C(=O)OCC(=O)NCc2ccccc2Cl)c(C)o1,-6%,-4%,-17%[57.1 µM],0%,.,14%,5%,-11%,156%[activator]
COc1ccccc1Oc1nc2ccccn2c(=O)c1/C=C(\C#N)C(=O)Nc1c(C)n(C)n(-c2ccccc2)c1=O,2%,-1%,-3%,?,-5%,-17%,-9%,-11%,69%[activator]
CC(C)CN(C(=O)CCc1ccccc1Cl)c1c(N)n(Cc2ccccc2)c(=O)[nH]c1=O,6%,1%,-6%,?,7%,.,.,-23%,28%
Cc1nc2c3cc(F)ccc3n(Cc3ccc(F)cc3)c2s1,-4%,-11%,?,?,-10%,9%,2%,-4%,-16%
Cc1cc(C(=O)N2CCCC(CO)(Cc3ccc(F)cc3)C2)c(C)o1 (stereo unspecified),33%,-18%,-16%,-4%,-29%,13%,2%,-21%,6%
CC1CCN(S(=O)(=O)c2csc(C(N)=O)c2)CC1,.,-20%,-14%,-1%[59 µM],?,-14%,-4%,0%,5%
CCCN(CCC)S(=O)(=O)c1ccc(C(=O)Nc2sc3c(c2C(=O)OC)CCN(CC)C3)cc1,.,-13%[60.1 µM],-9%,-2%[59 µM],5%,8%,4%,-7%,18%

# One compound at a time (already shown):
# Record of Cc1cc(C(=O)N2CCCC(CO)(Cc3ccc(F)cc3)C2)c(C)o1 (stereo unspecified) → APE1 inh: 33%; Pol kappa inh: -18%; JMJD2A Tudor: -16%; G9a inh: -4%; BAZ2B block: -29%; Pol beta inh: 13%; BLM helicase inh: 2%; Pol eta inh: -21%; POLI inh: 6%
# Record of Cc1cc(C(=O)OCC(=O)NCc2ccccc2Cl)c(C)o1 → APE1 inh: -6%; Pol kappa inh: -4%; JMJD2A Tudor: -17%[57.1 µM]; G9a inh: 0%; BAZ2B block: .; Pol beta inh: 14%; BLM helicase inh: 5%; Pol eta inh: -11%; POLI inh: 156%[activator]

# New compounds follow:
SMILES,APE1 inh,Pol kappa inh,JMJD2A Tudor,G9a inh,BAZ2B block,Pol beta inh,BLM helicase inh,Pol eta inh,POLI inh
COc1ccc(C2CC(O)(c3ccccc3)Oc3cc(C)c(Cl)c(C)c32)cc1 (stereo unspecified),-2%,-8%,-20%,.,.,.,-7%,.,1%
CC(=O)NCCNC(=O)c1ccc2c(c1)S(=O)(=O)c1ccccc1C2=O,51%[activator],-5%,-3%,3%,-8%,5%,-4%,-9%,17%
Nc1c(C(=O)N2CCOCC2)sc(=S)n1-c1ccccc1,1%,-12%,?,2.2µM*,-9%,-2%,-6%,-21%,21%
Cc1cc(C)c(C)c(OCC(=O)O/N=C(\N)c2ccncc2)c1,-15%,-5%,36%[activator],110%[activator],22%,26%,-8%,-1%,20%
Cc1cc(NC(=O)/C=C/C(=O)N(CC(=O)NC2CCCC2)c2ccc(F)cc2)no1,4%,-15%,-15%,4%,-10%,2%,-8%,-15%,27%
CCc1c(O)nc(SCC(=O)c2ccccc2)n(-c2ccccc2)c1=O,-3%,-12%,-16%,-37%,-5%,1%,-2%,1%,8%
CCc1ccc(NC(=O)CSc2nc(=O)n(Cc3ccncc3)c3c2CCC3)cc1,.,-6%[60.1 µM],9%,8%[59 µM],1%,18%,0%,-19%,22%
CCCN1C(=O)C(O)(CC(=O)c2ccc(C(C)C)cc2)c2ccccc21 (stereo unspecified),.,8%,-10%,-1%[59 µM],-11%,?,-4%,.,0%
CCc1nnc(NC(=S)Nc2ccccc2)s1,5%,7%,-13%,?,-25%,9%,-5%,0%,8%
CCCCCCSc1ccc(-c2nc3ccccn3c2NCCCC)cc1,-28%,-8%,?,27%[2.33 µM],?,.,.,-14%,0%
O=C(NCc1ccc(Cl)cc1)C1CCCO1 (stereo unspecified),17%,1%,-1%,-6%,-15%,3%,-4%,-14%,61%[activator]
C=CCNC(=O)C1CC1(c1cccc(C)c1)c1cccc(C)c1 (stereo unspecified),.,-3%,-4%,.,.,.,.,-23%,39%[activator]
CSCCC(NC(=O)c1ccccc1Cl)C(=O)N(C)CC(=O)Nc1ccc(N2CCOCC2)cc1 (stereo unspecified),11%,-15%,-29%,22%[0.501 µM],-2%,.,.,-9%,36%[activator]
O=C(CCC1N=C2c3ccccc3N=C(SCc3ccc(F)cc3)N2C1=O)NC1CCCCC1 (stereo unspecified),.,-5%[60.1 µM],-15%,-3%[59 µM],-2%,-4%,2%,-17%,35%[activator]
Cc1cccc(C)c1OCc1cc(C(=O)N2CCC(c3ccccc3)CC2)no1,-4%,7%,32%,.,-10%,-2%,-11%,-19%,0%
C=CCn1c(SCC(=O)N2CCN(c3ccccc3)CC2)nnc1-c1ccco1,11%,-4%,-11%,-1%,-1%,1%,-4%,-6%,-1%
Cc1ccc(C)c(N(CC(=O)NCC2CCCO2)C(=O)CCC(=O)Nc2nccs2)c1 (stereo unspecified),28%,8%,-3%,17%,-9%,-2%,-2%,-2%,36%[activator]
Cc1ccc(OCC(O)CN2CCN(Cc3ccc4c(c3)OCO4)CC2)c(C)c1 (stereo unspecified),-6%,-9%,?,-6%[59 µM],?,-9%,-3%,-27%&-12%,?
O=C(NCCCn1ncc2ccccc21)c1cc(COc2c(F)cccc2F)on1,-2%,-5%,8%,52%[activator],-2%,0%,-7%,-17%,37%[activator]
CSCCC(NC(=O)c1cc(CC(C)C)oc1C)C(=O)O (stereo unspecified),2%,-4%,-9%,-10%[59 µM],-6%,-12%,-1%,-10%,14%
CCCCN1C(=O)C2(NNc3ccccc3O2)c2ccccc21 (stereo unspecified),6%,-11%,?,?,45µM*,9%,-29%,?,-2%
O=C(CSc1n[nH]c(=O)[nH]c1=O)N/N=C/C=C\c1ccccc1,-4%,-12%,-20%[11.4 µM],8%,.,1%,-8%,7%,69%[activator]
CC(C)=CCC/C(C)=C/CNC(=O)C[C@H]1C[C@H](C(=O)N2CCCCC2)[C@@]2(CCc3ccccc3)c3[nH]c4ccc(Cl)cc4c3CCN2C1=O,21%,4%,0%,.,.,.,.,-10%,31%[activator]
CCOc1ccc(NC(=O)CCc2nnc3n(C)c(=O)c4sccc4n23)cc1,.,?,-13%,-9%[59 µM],-9%,-24%,3%,-12%,-102%
Cc1ccc(-c2cn3c(n2)sc2cc(C(=O)NCCCN4CCCCC4)ccc23)cc1,.,-7%,-26%,5%[59 µM],-24%,-17%,-2%,-28%,13%
C[C@H]1Oc2ccccc2C(=O)C1C(=O)c1ccccc1 (stereo partly specified),.,-5%,38%[activator],.,.,.,.,4%,20%
Cc1cc(C)c(C(=O)Nc2ccccc2)c(CC(C)(C)C(=O)O)c1,-1%,-1%,-1%,.,-1%,22%,-4%,4%,-28%
COc1ccccc1NC(=O)N1CCc2[nH]c3ccc(Cl)cc3c2C1,-8%,-14%,-21%[57.1 µM],0%[59 µM],10%,21%,-6%,-15%,3%
COc1cc(NC(=O)C2CCCCC2)c2ncccc2c1,-3%,-15%,49%[activator],44%[59 µM],33%,0%,-12%,-12%,3%
COc1ccc(CCNC(=O)c2ccc(NC(=O)CC3SC(N4CCCC4)=NC3=O)cc2)cc1OC (stereo unspecified),.,-12%,-7%,.,.,.,.,1%,-13%
CC(C)(C)OC(=O)N1CCCC(C(=O)Nc2cccc(C(=O)N3CCOCC3)c2)C1 (stereo unspecified),.,3%,-17%,.,.,.,.,0%,4%
O=C(CCNS(=O)(=O)c1ccccc1)N1CCN(c2ccccc2)CC1,3%,0%,-4%,.,-11%,55%,-2%,-23%,94%[activator]
